From PubChem
PME-1 primary – PME-1 inhibitors via competitive probe labeling, primary screen, biochemical, fluorescence polarization, FP-Rh probe, HTS; 320,000 tested, 0.53% active; Protein phosphatase methylesterase 1 (Homo sapiens), Q9Y570; inhibition, % at 5.9 µM; AID 2130, 2009; recombinant PME-1;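 active means inhibition above the campaign mean of all compounds plus 3 SD, cut at about 26% in these data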;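 further: competitive labeling of PME-1 active site by serine hydrolase directed probe; 0% = PME-1 with DMSO and 100% = wells lacking PME-1 enzyme; inhibitors block probe labeling so polarization falls and inhibition rises; many of its hits are not listed in these tables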
GLD-1 TGE inh – GLD-1/TGE RNA complex disruptors, primary screen, biochemical, fluorescence polarization; Female germline-specific tumor suppressor gld-1 (Caenorhabditis elegans), Q17339; purified GLD-1 + fluorescein TGE RNA; inhibition, % at 5.96 µM; 320,000 tested, 0.44% active;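 active means percent inhibition above a per-plate cutoff, the plate mean of test compounds plus 3 SD, cut at about 30% in these data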;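 further: 0% = DMSO wells with GLD-1 and probe and 100% = wells lacking GLD-1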
MEX-5 binding – MEX-5 zinc finger RNA-binding disruptors – biochemical, C. elegans, fluorescence polarization, MLPCN library, primary screen; Zinc finger protein mex-5 (Caenorhabditis elegans), Q9XUB2; MEX-5/FITC-TCR2 RNA binding; hits give low values; activity score (negative = inhibition of binding), % at 10 µM; 300,000 tested, 0.38% active;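 active means inhibition past about -25% in most replicates, and total fluorescence under double the plate's negative control median, limit read from the data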;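 further: 0% = DMSO and -100% = 5 µM competing unlabeled TCR2 RNA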
Efflux pump mplx – inhibitors of Candida efflux pumps in yeast, primary screen, S. cerevisiae, Nile Red, multiplex. inhibition, % at 10 µM. S. cerevisiae Candida pump triplex. 330,000 tested, 0.44% active;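 active means plate passing quality check with inhibition over a set limit, or well fluorescence over plate mean plus 4 SD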;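 further: Nile Red retained in pooled yeast measured as flow cytometry median fluorescence; 0% = buffer negative control and 100% = Enniatin B positive control; higher means more Nile Red kept so more efflux inhibition; some compounds called inactive have numbers as strong as hits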
GRK2 inh – compounds blocking aptamer binding on GRK2 – biochemical, human GRK2, bead flow cytometry, HTS, primary screen; Beta-adrenergic receptor kinase 1 (Homo sapiens), P25098; inhibition of aptamer binding, % at 10 µM; FAM-aptamer displacement from GRK2; AID 488847, 2010; 330,000 tested, 0.59% active;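 active means inhibition of aptamer binding above 40%, roughly 3 SD of noise, on plates passing a quality check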;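 further: median bead fluorescence of bound FAM aptamer so fluorescent compounds give negative values; no value below 0 was filed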
Target sequence (P25098 whole entry, looked up): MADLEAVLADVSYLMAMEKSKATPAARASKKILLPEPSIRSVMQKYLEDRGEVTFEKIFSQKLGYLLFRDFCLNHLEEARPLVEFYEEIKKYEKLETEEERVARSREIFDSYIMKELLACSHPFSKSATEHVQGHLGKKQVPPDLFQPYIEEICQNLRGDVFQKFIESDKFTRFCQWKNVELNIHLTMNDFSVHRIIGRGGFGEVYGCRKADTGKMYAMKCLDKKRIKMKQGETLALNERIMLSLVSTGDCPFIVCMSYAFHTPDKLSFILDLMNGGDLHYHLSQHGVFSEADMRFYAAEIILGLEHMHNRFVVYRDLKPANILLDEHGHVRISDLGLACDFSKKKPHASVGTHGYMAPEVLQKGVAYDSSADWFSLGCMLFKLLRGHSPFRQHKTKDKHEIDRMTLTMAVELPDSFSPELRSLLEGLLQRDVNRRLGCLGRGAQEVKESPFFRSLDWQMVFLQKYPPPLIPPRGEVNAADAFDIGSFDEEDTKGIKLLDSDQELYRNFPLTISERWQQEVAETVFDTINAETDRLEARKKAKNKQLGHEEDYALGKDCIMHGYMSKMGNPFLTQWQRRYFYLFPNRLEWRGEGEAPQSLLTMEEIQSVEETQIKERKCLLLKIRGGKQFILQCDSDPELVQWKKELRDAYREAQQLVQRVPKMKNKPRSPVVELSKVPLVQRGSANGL
MCL1 BIM primary – inhibitors of MCL1 binding to BIM-BH3, primary screen, biochemical, fluorescence polarization; Induced myeloid leukemia cell differentiation protein Mcl-1 (Homo sapiens), Q07820; GST-MCL1 / FITC-Bim-BH3 fluorescence polarization; inhibition, % at 10.9 µM; 320,000 tested, 0.68% active;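 active means inhibition above the mean inhibition of all tested compounds plus 3 SD, set per campaign, cut at about 40% in these data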;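 further: 0% = DMSO wells and 100% = unlabeled Bim-BH3 peptide control; higher means more loss of mP so more displacement of Bim peptide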
VLA-4 inh – inhibition in human VLA-4 binding assay, primary screen, VLA-4 allosteric modulator project, MLPCN library, flow cytometry, VLA-4 expressing cells; ligand binding flow cytometry; 330,000 tested, 0.2% active; AID 2557, 2010; inhibition, % (about 7 µM as worked out from the volumes in the protocol); in the data active means inhibition above about 50%
BCLXL inh – inhibitors of human Bcl-xL, primary screen, biochemical, fluorescence polarization, HTS; GST-Bcl-xL / FITC-Bim BH3 peptide fluorescence polarization; inhibition, % at 10.9 µM; 320,000 tested, 0.7% active; AID 2129, 2009;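 active means inhibition above the mean of all tested compounds plus 3 SD, cutoff set per campaign, cut at about 30% in these data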;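 further: 0% = DMSO wells and 100% = unlabeled Bim-BH3 peptide competitor; inhibitors lower millipolarization by displacing the labeled peptide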
Target sequence (Q07817 whole entry, looked up): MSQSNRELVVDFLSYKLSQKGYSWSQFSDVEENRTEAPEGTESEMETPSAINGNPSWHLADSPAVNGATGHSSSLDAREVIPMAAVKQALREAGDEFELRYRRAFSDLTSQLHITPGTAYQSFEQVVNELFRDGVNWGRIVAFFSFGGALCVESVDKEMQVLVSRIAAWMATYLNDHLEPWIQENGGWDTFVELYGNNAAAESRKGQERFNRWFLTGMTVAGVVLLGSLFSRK
Fam108B counter – mouse Fam108B serine hydrolase inhibitors, primary screen, counter-screen for RBBP9 inhibitor project, biochemical, fluorescence polarization; recombinant Fam108B, FP-Rh probe fluorescence polarization; inhibition, % at 9.51 µM; 300,000 tested, 0.33% active;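 active means inhibition above the screen mean inhibition plus 3 SD, computed separately per campaign, cut at about 18% in these data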;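 further: inhibitors lower polarization as less probe binds the enzyme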
* = called active by the depositor; x = no result given. This is a subset. The share of hits here may be higher or lower than overall.

SMILES	PME-1 primary	GLD-1 TGE inh	MEX-5 binding	Efflux pump mplx	GRK2 inh	MCL1 BIM primary	VLA-4 inh	BCLXL inh	Fam108B counter
O=C(COC(=O)c1ccccc1C(=O)OCC(=O)NCCc1c[nH]c2ccccc12)NCCc1c[nH]c2ccccc12	9	-5	-2.0	0.1	10	-2	-22	3	19*
CCOc1ccc(C(NC(=O)/C=C/c2ccco2)c2ccc(OC)c(OC)c2)cc1 (stereo unspecified)	-8	3	2.9	0.6	0	1	9	3	5
COc1cc(OC)cc(-c2nnc(Sc3ccc(C=O)cc3[N+](=O)[O-])o2)c1	5	6	1.2	-0.1	0	4	-4	-14	14
C=CCn1c(O)c(N=NC(=S)Nc2ccc(OC)c(Cl)c2)c2ccccc21	2	0	0.4	-0.4	3	14	-11	11	-3
CCC(CO)NCc1ccc(OC2CCCC2)cc1 (stereo unspecified)	-2	1	-1.4	-0.1	0	3	7	3	-2
O=C(c1ccsc1)N1CCCC(N2CCN(c3ccccc3F)CC2)C1 (stereo unspecified)	2	-2	-1.0	0.8	0	8	-21	8	7
CCOC(=O)CSc1nc(C2CC2)cc(-c2ccc(Cl)cc2)c1C#N	-10	3	-0.3	-0.4	1	0	9	2	-3
COc1ccc(C)cc1S(=O)(=O)Nc1cccnc1	-2	10	0.7	0.1	0	-4	0	5	-4
O=C(O)c1ccc(-n2c(/C=C/c3cccc([N+](=O)[O-])c3)nc3ccccc3c2=O)cc1	-11	-10	-0.2	3.2	4	2	-94	0	4
O=C(Cc1ccccn1)c1ccc(Cl)cc1	-1	-2	1.7	-0.1	1	-4	8	2	2
COC(=O)c1ccc(C(=O)OC)c(NS(C)(=O)=O)c1	-2	1	0.9	-0.1	2	0	10	0	-5
Nc1nc(NCc2ccco2)nc(Nc2ccccc2)c1[N+](=O)[O-]	-7	5	0.5	-0.1	1	1	-31	8	0
COc1ccc(C(=O)Nc2nnc(-c3cccs3)s2)cc1	-8	-7	1.8	0.0	2	4	10	-4	-5
O=C(Cn1cccc1C(=O)c1ccccc1)NCc1cccc(Cl)c1	5	1	2.7	-0.1	0	4	0	7	-5
O=c1cc(N2CCN(c3ccccc3)CC2)[nH]c(=O)n1C1CCCCC1	3	8	-0.1	0.2	0	-3	-2	0	-1

Record cards, as listed above. Values in the order: PME-1 primary | GLD-1 TGE inh | MEX-5 binding | Efflux pump mplx | GRK2 inh | MCL1 BIM primary | VLA-4 inh | BCLXL inh | Fam108B counter
O=C(Cn1cccc1C(=O)c1ccccc1)NCc1cccc(Cl)c1 across the screens: 5 | 1 | 2.7 | -0.1 | 0 | 4 | 0 | 7 | -5
COC(=O)c1ccc(C(=O)OC)c(NS(C)(=O)=O)c1 across the screens: -2 | 1 | 0.9 | -0.1 | 2 | 0 | 10 | 0 | -5

(listing goes on)
SMILES	PME-1 primary	GLD-1 TGE inh	MEX-5 binding	Efflux pump mplx	GRK2 inh	MCL1 BIM primary	VLA-4 inh	BCLXL inh	Fam108B counter
Cc1ccc(OC(F)F)c(NC(=O)Nc2ccc3c(c2)OCO3)c1	9	5	-0.3	0.2	5	0	22	1	-1
COc1ccc(N(CC(=O)NCc2ccco2)S(=O)(=O)c2ccc(OC)c(OC)c2)cc1	-8	5	-2.9	-0.2	2	-5	18	-4	-3
N#Cc1cccc(NS(=O)(=O)c2ccc(S(=O)(=O)N3CCOCC3)cc2)c1	0	2	x	0.1	0	-2	0	1	x
Cc1ccccc1NS(=O)(=O)c1ccc(C2CNC(=O)C2)cc1 (stereo unspecified)	5	-4	0.8	-0.1	2	-4	10	-1	2
CCC(CC)N=C1NS(=O)(=O)c2cc([N+](=O)[O-])ccc21	0	3	2.8	-0.1	0	0	1	1	0
COc1ccc(NC(C)=O)cc1C	0	-1	0.9	-0.1	0	11	7	3	4
COc1cccc(/C=N/NC(=O)c2nc(-c3ccccc3)cc(-c3ccccc3)n2)c1	-12	-4	-1.2	0.1	0	-13	6	4	-19
O=C(N/C(=C/c1ccco1)C(=O)N1CCOCC1)c1ccccc1Br	4	9	0.0	0.0	9	6	3	17	4
CC(C)CC(OC(=O)CC1Sc2ccccc2NC1=O)C(=O)NC1CCCC1 (stereo unspecified)	2	0	-0.5	-0.3	5	-4	-8	0	2
COCCCNC(CC(=O)Nc1ccc(OC)cc1OC)C(=O)O (stereo unspecified)	1	3	3.3	-0.1	1	12	4	9	-3
O=C(O)c1ccccc1N1C(=O)C2C3c4ccccc4C(Br)(c4ccccc43)C2C1=O (stereo unspecified)	4	8	-1.2	-0.1	3	7	-7	3	4
CCOc1ccc(S(=O)(=O)N2CCC(C(=O)Nc3cccc(NC(C)=O)c3)CC2)cc1	6	1	-1.6	0.0	0	2	5	2	0
Cc1ccc(NC(=O)C2CCN(S(=O)(=O)c3cccs3)CC2)cc1C	2	2	-6.5	-0.3	2	4	14	1	-3
Cc1cc(=O)[nH]c2c(C)cc(S(=O)(=O)N3CCOCC3)cc12	7	8	1.1	1.7	5	8	-9	-5	-5
CC1CCCC(NC(=O)c2cc(S(=O)(=O)N3CCOCC3)ccc2F)C1C (stereo unspecified)	3	4	0.2	0.4	0	1	6	-4	-9
Cc1cccc(NC(=O)CN2C(=O)COc3ccc(Cl)cc32)c1C	-3	3	-2.0	0.2	0	-1	15	-4	0
Cc1nn(-c2ccccc2)c(C)c1S(=O)(=O)O	1	3	0.4	-0.1	13	2	2	3	-1
Cc1nc2scc(-c3ccco3)c2c(=O)n1/N=C/N(C)C	-3	1	-1.5	0.3	0	9	28	14	3
CC1CN(CC(=O)Nc2nc(-c3ccc(Cl)cc3)cs2)CC(C)O1 (stereo unspecified)	-3	3	-0.7	-0.1	0	6	11	1	-2
Cn1c(SCC(=O)Nc2ccccc2)nc(O)cc1=O	1	10	1.3	0.0	0	4	-10	2	4
CCn1c(COc2cccc(C)c2)nnc1SCC(=O)CC(=O)Nc1ccccc1OC	7	4	0.9	0.1	1	-8	5	-2	-2
Cc1onc(NC(=O)c2ccc([N+](=O)[O-])o2)c1Br	0	0	-0.5	-0.1	0	0	-2	-3	0
NC(N)=NC(N)=NCCc1ccccc1	0	1	-0.3	-0.1	0	-4	35	3	-1
COCCn1c(C)cc(C(=O)COC(=O)c2cncc(Br)c2)c1C	2	7	-4.0	-0.1	1	4	1	4	-1
COc1cccc(C(C(=O)NC(C)(C)C)N(C(=O)CCC(=O)Nc2cc(C)on2)C2CC2)c1OC (stereo unspecified)	-6	-2	0.2	0.0	2	4	-10	-2	2
CCc1nnc(NC(=O)[C@@H](NC(=O)c2cc(OC)cc(OC)c2)C(C)C)s1	7	5	0.3	0.0	1	-3	-9	5	-1
CC(C)(C)OC(=O)N[C@H](C(=O)OC(C)(C)C)c1ccc2ccccc2c1	-1	-2	x	-0.1	0	1	13	1	x
Cc1cccn2c(=O)c3cc(C(=O)N4c5ccccc5CC4C)n(C)c3nc12 (stereo unspecified)	1	9	-5.8	0.1	6	20	13	18	0
O=S1(=O)N=C(Nc2ccc(S(=O)(=O)N3CCCCC3)cc2)c2ccccc21	-10	-1	-0.7	0.0	0	-2	-3	-5	-12
COc1cccc(CC2(CO)CCN(C(=O)NC3CCCCC3)CC2)c1	-6	5	0.2	0.3	0	0	7	7	-1
Cc1cccc(N2CN=c3s/c(=C\c4ccccn4)c(=O)n3C2)c1	-1	-1	1.6	-0.1	1	4	11	3	-1
CCCN(C(=O)c1ccco1)c1nnc(-c2ccncc2)s1	-1	-1	-0.3	0.1	2	5	-3	7	-2
O=c1oc2ccccc2c(NC2CCCCC2)c1NS(=O)(=O)c1ccc(F)cc1	1	2	1.1	0.7	2	3	13	8	0
CC(=O)NCCc1ccc(C(=O)COC(=O)C2CCCCC2)cc1	x	4	x	0.2	1	x	4	x	x
CCN1CCN(C(=O)c2sc3nc(C)nc(N4CCC(C)CC4)c3c2C)CC1	-3	6	0.4	0.1	0	-2	-3	1	-2
CCN(C(=O)COC(=O)/C=C/c1cccc(Br)c1)C1CCS(=O)(=O)C1 (stereo unspecified)	2	-6	3.0	-1.1	0	7	-6	6	2
Cc1noc(/C=C/c2ccco2)c1S(=O)(=O)N1CCC(C(=O)N2c3ccccc3CC2C)CC1 (stereo unspecified)	-11	-10	-3.4	-0.2	0	-11	3	-4	-6
Cc1ccc2nc(-c3ccsc3)c(NC3CCCC3)n2c1	2	0	-1.3	-0.1	1	5	-1	5	-1
CCc1ccc2oc(-c3cc(N=Cc4cccc(OC)c4O)ccc3O)nc2c1	22	0	-1.7	0.3	1	4	-28	8	6
N#Cc1c(-c2ccco2)nc(NCC2CCCO2)[nH]c1=O (stereo unspecified)	-6	4	0.4	0.0	0	1	-7	2	-2
COc1ccccc1NC(=O)C1CCOC1=O (stereo unspecified)	4	-1	-0.9	0.2	2	-4	6	6	0
COc1ccc(-c2ccc(CCC(=O)O)n2CC2CCCO2)cc1 (stereo unspecified)	-4	-4	0.8	0.3	0	-2	5	5	-3
Nc1ccc2nc(-c3ccc(-c4nc5ccc(N)cc5[nH]4)cc3)[nH]c2c1	9	-14	1.8	-0.1	85*	10	4	2	15
CN1C(=O)C2(OCC(C)([N+](=O)[O-])CO2)c2ccccc21 (stereo unspecified)	2	7	1.0	0.2	3	-4	13	-4	1
S=c1[nH]nc(-c2ccccc2)n1/N=C/c1cccs1	-8	-1	-0.4	-0.1	1	-20	-5	-29	4
CC(C)(C)OC(=O)C[C@@H]1C/C=C\C[C@@H](CC(=O)N[C@H](CO)Cc2ccccc2)C(=O)NCCOC1=O	x	4	x	-0.2	5	x	7	x	x
O=C(COC(=O)c1cc(-c2ccncc2)nc2ccccc12)Nc1ccc2c(c1)OCO2	1	1	0.3	0.0	0	-9	0	-1	-2
Cc1cc(NC(=O)CSc2ccc(-c3ccccc3)nn2)no1	0	2	-0.8	0.0	1	9	3	7	-2
COc1cc2ccccc2cc1C(=O)NCCCN1CCOCC1	-1	-3	-1.6	-0.2	0	2	-5	-1	3
CC(C)C(NS(=O)(=O)c1cccc(C(F)(F)F)c1)C(=O)NCc1cccs1 (stereo unspecified)	-2	0	x	0.0	0	-1	-3	-1	x
COc1cccc(C2C3=C(CC(C)(C)CC3=O)Nc3cc4c(cc32)OCO4)c1 (stereo unspecified)	7	3	0.0	-0.2	6	-3	-23	6	3
COc1ccc(NC(=O)CCN2C(=O)c3ccccc3C2=O)c(OC)c1	-1	6	-0.3	-0.1	2	9	22	6	-7
CC(C)C(C(=O)NC1CCCC1)N(CC1CCCO1)C(=O)CNS(=O)(=O)c1ccc(F)cc1 (stereo unspecified)	4	3	1.2	0.0	0	3	8	1	6
